# Screening data deposited in PubChem by National Center for Advancing Translational Sciences (NCATS).
# L3MBTL1 block: blocks human L3MBTL1 | Q9Y468 | hit rate 0.66% among 230,000 | AlphaScreen L3MBTL1–H3K9me1 peptide binding | Potency, µM (titrated, usually from 57.1 µM), for the others: top-dose activity, negative = inhibition, hits mostly inhibitors | AID 485360; active = well fitted inhibition curve with a large enough effect; inconclusive = small, poorly fitted or top-dose-only effect; inactive = no such curve, though single readings can be large or run the other way; note: nearly all actives have a fitted effect of over 60% in size
# Target sequence (Q9Y468 whole entry, looked up): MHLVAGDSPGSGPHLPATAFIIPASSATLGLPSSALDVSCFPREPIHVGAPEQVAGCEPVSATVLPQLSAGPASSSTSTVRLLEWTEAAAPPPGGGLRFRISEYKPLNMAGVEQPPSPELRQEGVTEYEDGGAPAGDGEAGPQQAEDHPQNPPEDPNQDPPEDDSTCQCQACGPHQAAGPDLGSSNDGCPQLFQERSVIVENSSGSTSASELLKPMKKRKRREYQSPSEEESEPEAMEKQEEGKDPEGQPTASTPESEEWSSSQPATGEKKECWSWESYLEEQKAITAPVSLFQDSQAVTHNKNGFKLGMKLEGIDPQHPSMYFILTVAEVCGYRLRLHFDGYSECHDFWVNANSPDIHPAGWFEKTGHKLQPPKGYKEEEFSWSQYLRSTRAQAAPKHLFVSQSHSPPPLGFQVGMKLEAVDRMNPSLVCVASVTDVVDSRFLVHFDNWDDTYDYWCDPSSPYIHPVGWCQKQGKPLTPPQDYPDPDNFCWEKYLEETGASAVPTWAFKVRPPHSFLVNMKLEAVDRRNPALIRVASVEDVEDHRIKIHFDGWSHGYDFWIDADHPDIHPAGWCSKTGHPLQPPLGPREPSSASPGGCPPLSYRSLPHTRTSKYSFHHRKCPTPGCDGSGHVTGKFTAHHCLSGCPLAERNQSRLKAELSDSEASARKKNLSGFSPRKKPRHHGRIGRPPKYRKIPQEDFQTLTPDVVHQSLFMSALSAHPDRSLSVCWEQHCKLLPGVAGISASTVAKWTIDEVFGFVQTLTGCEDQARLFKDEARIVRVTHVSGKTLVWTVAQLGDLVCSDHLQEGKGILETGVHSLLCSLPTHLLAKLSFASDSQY
#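 L3MBTL1 50 nM + b-AHA-H3(1-15)K9me1 75 nM, 30 min RT; compound added, 30 min RT; streptavidin donor/Ni-chelate acceptor beads 10 ug/mL each final, 30 min RT dark; AlphaScreen read.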
# * marks the source's active call; other numbers are inactive results; ? = inconclusive; [ ] = another dose, or the depositor's remark. % is set by controls: 0 for no effect and ±100 for the full control effect; potency is the fitted concentration of half-maximal effect. The list is partial; rates above refer to the full screens.
SMILES,L3MBTL1 block
CCN(C[C@H]1N[C@@](CC)(C(=O)OC)[C@H]2C(=O)N(C)C(=O)[C@@H]12)S(=O)(=O)c1ccc(-c2ccccc2)cc1,-4%
CCOC(=O)c1nn(-c2ccccc2)c(=O)cc1OCC(=O)Nc1ccccc1OCC,7%
CCCCN1CCN=C1N(C)C,1%
CS(=O)(=O)c1ccc(-c2nnc(NC(=O)c3ccco3)o2)cc1,-4%
CC(C)n1ncc2c(C(=O)NCCc3ccc(F)cc3)cc(C3CC3)nc21,17%
COC(=O)c1cn(C(=O)c2cc(Br)ccc2Cl)c2ccccc12,4%
O=C(Nc1cccc(S(=O)(=O)N2CCCCC2)c1)c1cncc(Br)c1,0%
O=C(CSc1ccccc1)NCC1(N2CCOCC2)CCCCC1,0%
O=C(O)Cn1nc(-c2ccccc2)cc1-c1ccccc1,8%
O=c1cc(-c2ccc(O)cc2)oc2c1ccc1ccccc12,-7%
CCN1CCN(c2ccc(S(=O)(=O)N3CCOCC3)cc2NC(=O)c2ccc(C(F)(F)F)cc2)CC1,0%
O=C1NC[C@H](c2ccccc2)OC(=O)[C@H](Cc2ccc(F)cc2)C/C=C\C[C@H]1CC(=O)N(CCO)Cc1ccccc1,3%
CC[C@]12c3[nH]c4ccccc4c3CCN1C(=O)C(CC(=O)NC/C=C(\C)CCC=C(C)C)C[C@@H]2C(=O)N1CCN(C(=O)C2CC2)CC1 (some centres undefined),-5%
COc1ccc(CN(C)C(=O)c2cc(S(=O)(=O)NCc3ccccc3)ccc2C)c(OC)c1,-4%
CS(=O)(=O)c1ccccc1-c1nnc(NC(=O)CCS(=O)(=O)c2ccc(Cl)cc2)o1,1%
COc1ccc([C@H]2CC(=O)C=C(c3ccc(-c4ccccc4)c(F)c3)C2)cc1,6%
CC(C)(C)OC(=O)CN1C(=O)S/C(=C\c2ccc(-c3cccc(C(=O)O)c3)o2)C1=O,?
COc1cc(OC)c(S(=O)(=O)Nc2ccccc2C(=O)O)cc1S(=O)(=O)Nc1ccccc1C(=O)O,3%
Cc1cnc(C(=O)OCC(=O)NC(C)c2ccccc2)cn1 (centres undefined),-3%
COc1ccc(NC(=O)C(=O)NCC2CCCN2S(=O)(=O)c2cccs2)cc1 (centres undefined),-1%
Cc1cnc(C(=O)OC(C(=O)c2c[nH]c3ccccc23)c2ccccc2)cn1 (centres undefined),-3%
Cc1cc(C)c2c(CC(=O)N3CCCC3)coc2c1,-4%
O=C(COC(=O)c1ccc(O)cc1)c1ccc(S(=O)(=O)N2CCCCC2)cc1,-2%
CCOc1ccc(OCC(=O)OCC(=O)NCC2CCCO2)cc1 (centres undefined),-4%
CC(OC(=O)/C=C/c1ccco1)C(=O)NC1CCCCC1C (centres undefined),-7%
SMILES,L3MBTL1 block
C=C[C@@H]1c2cc(C)ccc2N(S(=O)(=O)c2ccc(C)cc2)[C@H](c2ccc(OC(C)=O)cc2)C1(C#N)C#N,-5%
COc1cc(/C=C2/C(=O)NN(c3cccc(Cl)c3)C2=O)cc(Br)c1O,?
COc1cc(C(=O)NCC(=O)NCCCSc2ccccc2)cc(OC)c1OC,1%
CCCCNc1ccc(C(F)(F)F)cc1S(=O)(=O)NCCc1ccc(F)cc1,41%[activator]
CC(Oc1ccc(Br)cc1)C(=O)Nc1ccc(N2CCOCC2)cc1N1CCOCC1 (centres undefined),-11%
CCn1c(SCC(=O)Nc2ccc(N3CCOCC3)cc2)nnc1-c1ccco1,-5%
Cc1ccc(NC(=O)CCNS(=O)(=O)c2ccc3c(c2)CCC(=O)N3)cc1F,0%
Cc1nn(CC(=O)OCC(=O)c2ccccc2)c(C)c1[N+](=O)[O-],12%
O=C(NCC(c1ccco1)N1CCCC1)c1cn(Cc2ccccc2)nc1-c1ccccc1 (centres undefined),-4%
CC(C)C(=O)Nc1cc(S(=O)(=O)N2CCOCC2)ccc1N1CCCCC1,-2%
CCCN(CC(=O)Nc1ccccc1OC)C(=O)c1cc(-c2ccccc2)nn1-c1ccccc1,-9%
Cc1ccc2[nH]c(CNC(=O)c3ccccc3F)cc2c1,-3%
O=S(=O)(Nc1ccncc1)c1cc(Cl)c(Cl)cc1Cl,-9%
C[C@@H]1O[C@@H](OC[C@H]2O[C@@H](Oc3c(-c4ccc(O)cc4)oc4cc(O)cc(O)c4c3=O)[C@H](O)[C@@H](O)[C@@H]2O)[C@H](O)[C@H](O)[C@H]1O,10%
Cc1ccc(C[n+]2ccccc2)cc1,11%
COc1ccc(NC(=O)COc2ccc(N(C)S(=O)(=O)c3ccc(Cl)cc3)cc2)cc1,-5%
Cc1ccc(OCCNc2ccc(S(=O)(=O)N3CCCC3)cn2)cc1,6%
COCCN(C(=O)c1ccc(COc2ccccc2)o1)c1c(N)n(CC(C)C)c(=O)[nH]c1=O,?
O=C(NCC(c1cccs1)N1CCOCC1)c1cc(S(=O)(=O)N2CCOCC2)c(Cl)cc1Cl (centres undefined),2%
O=C1c2ccccc2CCc2ccc(Br)cc21,49%[activator]
CC1CCc2sc(C(=O)NNC(=O)c3ccncc3)cc2C1 (centres undefined),6%
COc1ccc(N2CCN(C(=O)CNC(=O)c3ccc4ccccc4c3)CC2)cc1,1%
Cc1cc(CN2CCCC(N3CCc4ccccc4C3)C2)cc(C)c1O (centres undefined),4%
CC(NC(=O)CN1C(=O)NC(c2ccccc2)(c2ccccc2)C1=O)c1cccs1 (centres undefined),1%
COc1cccc(COC(=O)c2cc(S(=O)(=O)N3CCCCC3)ccc2N2CCOCC2)c1OC,-5%

# Reprinted at random: 5 compounds from above, in no set order.
SMILES,L3MBTL1 block
O=C(CSc1ccccc1)NCC1(N2CCOCC2)CCCCC1,0%
O=C(COC(=O)c1ccc(O)cc1)c1ccc(S(=O)(=O)N2CCCCC2)cc1,-2%
Cc1ccc(C[n+]2ccccc2)cc1,11%
CCCCN1CCN=C1N(C)C,1%
O=C(O)Cn1nc(-c2ccccc2)cc1-c1ccccc1,8%

# Returning to the listing; the 7 compounds before the break are reprinted first.
SMILES,L3MBTL1 block
O=C(NCC(c1cccs1)N1CCOCC1)c1cc(S(=O)(=O)N2CCOCC2)c(Cl)cc1Cl (centres undefined),2%
O=C1c2ccccc2CCc2ccc(Br)cc21,49%[activator]
CC1CCc2sc(C(=O)NNC(=O)c3ccncc3)cc2C1 (centres undefined),6%
COc1ccc(N2CCN(C(=O)CNC(=O)c3ccc4ccccc4c3)CC2)cc1,1%
Cc1cc(CN2CCCC(N3CCc4ccccc4C3)C2)cc(C)c1O (centres undefined),4%
CC(NC(=O)CN1C(=O)NC(c2ccccc2)(c2ccccc2)C1=O)c1cccs1 (centres undefined),1%
COc1cccc(COC(=O)c2cc(S(=O)(=O)N3CCCCC3)ccc2N2CCOCC2)c1OC,-5%
O=C(CSc1ccccc1)NNC(=O)c1ccncc1,10%
COc1ccc(OC)c(S(=O)(=O)N2CCC(c3nc4ccccc4[nH]3)CC2)c1,-1%
O=C(NCc1ccc(OC(F)(F)F)cc1)C1CC2Cn3c(nc4ccccc43)C2N1Cc1ccccc1 (centres undefined),4%
CCOc1ccc(NC(=O)COC(=O)C2CC2C)cc1 (centres undefined),29%
CC(OC(=O)C1CCCC1)C(=O)Nc1ccc(C(N)=O)cc1 (centres undefined),0%
Cc1nnc(NC(=O)CN2CC(C)OC(C)C2)s1 (centres undefined),-1%
COc1cccc(C2Nc3ccccc3NC3=C2C(=O)CC(C)(C)C3)c1OC (centres undefined),3%
COc1ccc2oc(C(=O)OCC(=O)N3CCN(S(=O)(=O)c4ccccc4)CC3)c(C)c2c1,-19%
Fc1ccc2cnc(-c3ccccc3)c(-c3ccc(C(F)(F)F)cc3)c2c1,6%
Cc1ccc(C)c(OCCCNCc2ccccc2)c1,5%
O=C(c1ccc(Cl)cc1Cl)N1CCN(c2ccccn2)CC1,14%
N#CC(Cc1cccc(CC(C#N)(c2ccccc2)c2ccccc2)c1)(c1ccccc1)c1ccccc1,-3%
CC1(C)C(=O)Nc2ccccc2N1C(=O)COc1ccccc1C#N,?
CSCCC(NC(=O)c1ccccc1Cl)C(=O)NCCOc1ccccc1 (centres undefined),-6%
COc1cccc(CNC(=O)c2cccc(NC(=O)CC3SC(N4CCCCC4)=NC3=O)c2)c1 (centres undefined),4%
O=C(NCCCN1CCOCC1)c1cc(S(=O)(=O)N2CCOCC2)c(Cl)cc1Cl,-2%
C=C(C)c1cccc(C(C)(C)NC(=O)Nc2cccnc2)c1,6%
COc1ccc(CN2C(=O)C(C)Nc3ncnc(N4CCOCC4)c32)cc1 (centres undefined),9%
O=C(NCC1CCCO1)c1cc2c(s1)CCCC2 (centres undefined),-12%
O=C(NCc1ccco1)c1cccc(S(=O)(=O)N2CCN(Cc3ccccc3)CC2)c1,-3%
O=S(=O)(/N=C/c1c(O)ccc2ccccc12)c1ccccc1,-6%
C#CNC(=O)C1(CC=C)CCNCC1,2%
Cc1cccc(Oc2ccccc2NC(=O)CSCC(=O)Nc2cc(C)on2)c1,2%
Cc1ccc(/C=C/C(=O)OCC(=O)NCc2cccs2)o1,8%
COC(=O)c1ccccc1NC(=O)Cn1cnc([N+](=O)[O-])c1,-2%
SMILES,L3MBTL1 block
CSc1ccc(S(=O)(=O)NCCCn2ccnc2)cc1,2%
COc1ccc(/C=N/N2CCN(c3ccc(Cl)cc3)CC2)cc1,-3%
CC(=O)c1cccc(NC(=O)C(C)OC(=O)CN2C(=O)NC(C)(C)C2=O)c1 (centres undefined),1%
CCCCn1c(-c2ccc(F)c(F)c2)nc2cc3[nH]c(=O)c(C(C)C)nc3cc21,-4%
N#CC1(NC(=O)CN2c3cccc4cccc(c34)S2(=O)=O)CCCCC1,-13%
CCOC(=O)C1=CN(CC)S(=O)(=O)NC1c1cccc(OC)c1 (centres undefined),12%
O=C(Nc1cccc(S(=O)(=O)N2CCCCC2)c1)c1cc2ccccc2o1,-9%
Cc1cccc2sc(N3CCN(C(=O)c4cccs4)CC3)nc12,2%
CCOc1ccccc1C(=O)NCC(=O)OCc1csc(CC(=O)Nc2ccc(C)cc2)n1,-5%
O=C1NC(=S)N/C1=C/c1ccc2ccccc2c1,-8%
CCOCCCN(C(=O)c1snc(C(N)=O)c1N)C(C(=O)NC(C)(C)C)c1ccc(Cl)cc1 (centres undefined),6%
COc1ccc2c(ccn2S(=O)(=O)c2ccccc2)c1,88%[activator]
CC(=O)c1ccc(N(CC(=O)NC2CCS(=O)(=O)C2)S(=O)(=O)c2ccc(Cl)cc2)cc1 (centres undefined),1%
Cc1ccc(S(=O)(=O)NCCC(=O)NCC(c2cccs2)N(C)C)cc1C (centres undefined),0%
Nc1c(Cl)cc(-c2csc(N3CCCC3c3nc4cc(Cl)c(Cl)cc4n3CCOCCO)n2)cc1Cl (centres undefined),-8%
Cc1ccc(C(=O)/C=C/c2ccc3ncccc3c2)cc1,-10%
Cc1cccc(NC(=O)CCCc2ccccc2)c1C,-2%
Cc1nc2c(C)cccn2c(=O)c1NC(=O)c1cccs1,-11%
O=C(/C=C/c1ccccc1)Nc1cc(S(=O)(=O)N2CCOCC2)ccc1N1CCOCC1,-1%
O=C(Nc1nccs1)c1nc[nH]c1C(=O)N1CCN(c2ccccc2)CC1,?
O=C(OCC(=O)N1CCCc2ccccc21)c1cc(Br)ccc1O,-10%
COc1ccc(N2C(=O)C(C)C(Cc3ccc(C)cc3)C2=O)cc1 (centres undefined),-1%[2.29 µM]
C[n+]1ccn(CC(=O)c2cc(C(C)(C)C)c(O)c(C(C)(C)C)c2)c1,8%
C[C@H](CO)N1C[C@H](C)[C@@H](CN(C)Cc2ccc3c(c2)OCO3)Oc2ccc(NC(=O)Cn3cnnn3)cc2C1=O,7%
COC(=O)N1C(=O)[C@](c2ccccc2)(C2CCCC2)N1C(=O)OC,-1%
SMILES,L3MBTL1 block
COc1cccc(/C=C2/C(=O)NN(c3ccc(Br)cc3)C2=O)c1O,5%
CC(C)(C)c1ccc(OCC(=O)NCC(c2cccs2)N2CCOCC2)cc1 (centres undefined),-6%
COc1ccc(S(=O)(=O)Nc2ccccc2C(=O)NN2CCOCC2)cc1OC,6%
Cc1ccc(C(=O)OCC(=O)N(C)C2CCS(=O)(=O)C2)cc1S(=O)(=O)N1CCCCC1 (centres undefined),-3%
Cc1ccc(NC(=O)c2nc[nH]c2C(=O)N[C@H](C)c2ccccc2)cc1,-8%
O=C(CNC(=O)C1CC1)Nc1ccc(F)c(F)c1F,0%
CN(C)S(=O)(=O)c1cccc(C(=O)OCC(=O)Nc2ccc3c(c2)OCCO3)c1,-1%
O=C(COC(=O)c1cccc(F)c1)NC(=O)NC1CCCC1,0%
O=C(CN1C(=O)NC2(CCc3ccccc32)C1=O)c1ccc(F)cc1 (centres undefined),4%
CC(=O)Nc1ccc(S(=O)(=O)NC(C)c2ccccc2)cc1 (centres undefined),-1%
NC(=O)C1CCCN(C(=O)c2cccc(S(=O)(=O)N3CCCCCC3)c2)C1 (centres undefined),-2%
Cc1ccnc(NC(=O)c2cccc(S(=O)(=O)N3CCOCC3)c2)c1,-1%
COc1ccc(NS(=O)(=O)c2cc(NC(=O)COc3ccccc3)ccc2N2CCOCC2)cc1,-2%
CCOC(=O)C1Nc2ccc(C(=O)O)cc2C2C=CCC12 (centres undefined),-8%[2.29 µM]
CC(NC(=O)COC(=O)C1CC1C)c1cccc(Cl)c1 (centres undefined),-2%
Nc1nnc(SCC(=O)NNC(=O)c2ccc(Cl)cc2)s1,2%

# Arranged by SMILES length (falling): part of the list above.
SMILES,L3MBTL1 block
Cc1ccc(C(=O)OCC(=O)N(C)C2CCS(=O)(=O)C2)cc1S(=O)(=O)N1CCCCC1 (centres undefined),-3%
CN(C)S(=O)(=O)c1cccc(C(=O)OCC(=O)Nc2ccc3c(c2)OCCO3)c1,-1%
COc1ccc(S(=O)(=O)Nc2ccccc2C(=O)NN2CCOCC2)cc1OC,6%
COc1cccc(/C=C2/C(=O)NN(c3ccc(Br)cc3)C2=O)c1O,5%
